S1P2 agonist: S1P2 (human) receptor agonism. S1P2-expressing cell line, agonist reporter read-out. O95136. 97,000 tested, 0.46% active. activation, % at 4.5 µM; in the data active = activation above about 16%;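 also: 0% = vehicle low control and 100% = maximal reference agonist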
Target sequence (O95136 whole entry, looked up): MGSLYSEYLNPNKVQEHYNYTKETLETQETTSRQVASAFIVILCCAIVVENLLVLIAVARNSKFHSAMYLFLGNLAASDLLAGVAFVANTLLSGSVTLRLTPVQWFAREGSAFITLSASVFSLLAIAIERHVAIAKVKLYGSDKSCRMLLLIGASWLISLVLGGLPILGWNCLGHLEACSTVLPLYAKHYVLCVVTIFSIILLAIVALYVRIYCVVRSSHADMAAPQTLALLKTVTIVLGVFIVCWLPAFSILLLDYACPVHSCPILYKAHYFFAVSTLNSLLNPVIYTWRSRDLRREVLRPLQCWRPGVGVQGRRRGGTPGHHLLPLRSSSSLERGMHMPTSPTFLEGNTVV
CYP2C19 act: increases human CYP2C19 enzyme activity; recombinant CYP2C19, luciferin-H EGE luminescence; stronger effect = higher value; 0 = fully inhibited enzyme, 1 = untreated enzyme; P33261; activation factor at 5 µM; 96,000 tested, under 10 active;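 active = activation factor of at least 2 at 5 µM in the primary screen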;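 also: 0 = wells with 2.5 mM tranylcypromine and 1 = vehicle-only wells; values of inactives mirror those of a sister screen read the other way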
sEH inh: soluble epoxide hydrolase (human) inhibition. P34913. recombinant human sEH enzymatic activity assay. inhibition, % at 2 µM. 91,000 tested, 0.34% active. AID 707; in the data active = inhibition above about 80%; also: values of inactives mirror those of a sister screen read the other way; many of its hits are not listed in these tables
S1P2 antag: blocks the human S1P2 receptor | O95136 | cell-based S1P2 antagonist assay, inhibition at 5 uM | inhibition, % at 5 µM | 97,000 tested, 0.21% active | AID 736; in the data active = inhibition above about 45%;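 also: CRE beta-lactamase reporter cells expressing human S1P2 stimulated with S1P; 0% = agonist at EC80 alone and 100% = agonist plus reference antagonist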
PostGolgi ctrl: growth of the yeast control strain, post-Golgi counter-screen | inhibition, % at 10 µM | efflux-deficient yeast background strain, growth absorbance A615, 16 h | 98,000 tested, 5% active
CYP2C19 inh: blocks human cytochrome P450 2C19. CYP2C19 Supersomes, luciferin-H EGE luminescence, 30 min. inhibition, % at 5 µM. 96,000 tested, 21% active. AID 778;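 active = CYP2C19 inhibition above a set limit at 5 µM in the primary screen, cut at about 50% in these data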;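 also: plate controls were negative control wells for no effect and 2.5 mM tranylcypromine positive control for full effect; values of inactives mirror those of a sister screen read the other way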
PostGolgi yeast: growth inhibition of a yeast mutant, post-Golgi transport screen | post-Golgi transport phenotypic cell assay | inhibition, % at 10 µM | 98,000 tested, 0.9% active | AID 739;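 also: yeast cells grown in 1536-well plates; yeast grown about 18 h at 30C before absorbance read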
sEH activator: activators of human soluble epoxide hydrolase. purified human sEH enzymatic activity, activator screen. activation, % at 2 µM. AID 717. 91,000 tested, 0.04% active; in the data active = activation above about 37%; also: values of inactives mirror those of a sister screen read the other way
DAT uptake mod: modulates human dopamine transporter uptake under cocaine; LLC-PK1 hDAT cells, [14C]-dopamine uptake with cocaine IC80; actives deviate in either direction; B-score at 10 µM; 110,000 tested, 1.3% active; Q01959;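 active = Z score or B-score, a plate-position-corrected score, falls beyond the plate's 99.7% confidence bounds, in either direction; inactive = both scores lie inside the 99.7% bounds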;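 also: scored against the spread of the other compound wells on the same plate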
Target sequence (Q01959 whole entry, looked up): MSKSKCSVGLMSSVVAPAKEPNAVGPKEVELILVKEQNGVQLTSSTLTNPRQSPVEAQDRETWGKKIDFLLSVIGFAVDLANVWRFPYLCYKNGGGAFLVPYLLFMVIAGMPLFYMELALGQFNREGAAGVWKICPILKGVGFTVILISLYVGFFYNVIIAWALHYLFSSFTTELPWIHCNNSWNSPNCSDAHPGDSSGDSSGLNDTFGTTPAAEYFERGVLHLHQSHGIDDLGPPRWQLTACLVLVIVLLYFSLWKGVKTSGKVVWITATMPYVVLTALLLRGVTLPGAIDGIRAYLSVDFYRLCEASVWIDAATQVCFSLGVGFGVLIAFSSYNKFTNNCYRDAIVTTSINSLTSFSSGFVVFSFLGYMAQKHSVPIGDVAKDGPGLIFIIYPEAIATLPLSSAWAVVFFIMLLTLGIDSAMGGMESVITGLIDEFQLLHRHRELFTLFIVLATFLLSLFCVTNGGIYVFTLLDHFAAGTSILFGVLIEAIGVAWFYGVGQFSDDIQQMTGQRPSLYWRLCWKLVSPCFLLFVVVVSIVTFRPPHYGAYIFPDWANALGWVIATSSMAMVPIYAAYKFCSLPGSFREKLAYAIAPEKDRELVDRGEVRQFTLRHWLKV
* marks the source's active call; other numbers are inactive results; · = not tested or not shown. Rule as the data show it, unless noted: active = inhibition above about 30%; inactive = the rest.

SMILES | S1P2 agonist | CYP2C19 act | sEH inh | S1P2 antag | PostGolgi ctrl | CYP2C19 inh | PostGolgi yeast | sEH activator | DAT uptake mod
N#CC(C#N)=C/C(C#N)=C(/N)N1CCN(c2ccc(Cl)cc2)CC1 | -10.9 | 0.7 | -6.4 | -2.5 | 30.6* | 26.4 | 47.5* | 8.9 | -0.133
CCOc1ccc(Oc2cc(C)nc(SC)n2)nn1 | -6.2 | · | 2.8 | 0.7 | · | · | · | -1.4 | -0.947
CC(C)n1c(CCC(=O)O)ccc1-c1ccccc1 | -3.7 | 0.9 | 15.2 | 8.8 | -4.8 | 13.8 | 13.9 | -13.8 | 1.48
CC(=O)c1ccc(OCC(O)CN2C(C)(C)CC(O)CC2(C)C)cc1 (centres undefined) | -2.5 | 0.9 | -22.6 | -1.8 | 1.1 | 12.5 | 6.4 | 19.4 | 1.11
CCn1c(SCC(=O)Nc2ccc(C(C)=O)cc2)nc2ccccc21 | -3.1 | 1.1 | 2.0 | 7.6 | -3.2 | -7.5 | -5.2 | -3.6 | 1.09
O=C(c1ccco1)N1CCN(S(=O)(=O)c2cccc3nsnc23)CC1 | · | 0.3 | · | · | 19.4 | 74.9* | -0.9 | · | -0.00736
CC1(C)Cc2noc(N)c2C(C)(C)N1O | -5.2 | · | 3.2 | -7.4 | 2.7 | · | -0.8 | -2.7 | -0.415
CC(C)C(NC(=O)c1cccs1)C(=O)NC1=NCCS1 (centres undefined) | -5.8 | 0.5 | 11.1 | -5.0 | 26.3 | 54.3* | -8.2 | -6.6 | 0.0866
CCNC(=S)NNC(=O)Nc1ccccc1 | -6.6 | 0.8 | -8.1 | -0.3 | 2.1 | 17.7 | -1.1 | 8.4 | 0.699
CC(C)CCN(C)C1CCN(S(=O)(=O)c2ccc(F)cc2)CC1 | -2.3 | 1 | -0.4 | -4.4 | 15.2 | 2.7 | -6.2 | -0.6 | -0.00903
Cc1ccc(C)n1-c1ccncc1 | -2.0 | 0.4 | · | 22.7 | 8.8 | 56.5* | 17.1 | · | -0.704
Cc1cccc(/C=C2/S/C(=N/N=C3\CC4CCC3(C)C4(C)C)NC2=O)c1 (centres undefined) | -2.9 | 1.1 | -12.2 | -2.9 | 8.5 | -12.6 | 1.0 | 15.1 | -0.853
S=C1NC(c2ccccc2)=NCN1c1ccc(Cl)cc1 | -1.6 | 0.2 | -4.0 | 12.0 | 7.0 | 80.0* | 0.8 | 4.2 | -0.862
CCN1C(=O)C(CC(=O)Nc2cc(C)ccc2C)SC1=Nc1ccc(S(N)(=O)=O)cc1 (centres undefined) | -1.6 | 0.8 | -3.6 | 5.3 | 16.9 | 17.6 | 0.4 | 4.5 | -0.465
CC(=O)c1c(N2CCN(C(=O)c3ccco3)CC2)nc(=S)n(-c2ccccc2)c1C | -3.4 | 1.1 | 15.9 | 10.1 | 8.8 | -5.3 | -0.8 | -11.0 | -0.145
C#CCOc1ccc(Cl)cc1/C=N/O | -1.2 | 0.5 | · | -14.2 | 5.3 | 51.2* | 15.5 | · | -0.279
CCc1nc2oc3cc(OC)ccc3c(=O)c2c(=O)n1Cc1ccco1 | -9.6 | 0.5 | 9.3 | -20.3 | -1.2 | 48.9 | 6.2 | -9.3 | 1.25
COc1ccccc1NC(=O)CSc1nc2nc(C)cc(C)c2c(=O)[nH]1 | 0.7 | 0.9 | 1.9 | -14.9 | 3.4 | 13.9 | 5.6 | 0.3 | 0.0626
Cc1c(NS(=O)(=O)c2ccccc2)c(=O)n(-c2ccccc2)n1C | -3.1 | 0.5 | 13.4 | 10.0 | 0.5 | 53.4* | 7.5 | -12.8 | 0.353
CCN(Cc1ccccc1)C(c1ccccn1)c1nnnn1C(C)(C)CC (centres undefined) | -9.1 | 0.1 | · | 2.6 | 7.9 | 86.0* | 1.4 | · | -0.945
C=C(C)Cn1c(SCC(=O)O)nnc1-c1ccc(C(C)(C)C)cc1 | -7.2 | 1 | 14.7 | -6.2 | -2.0 | 0.8 | 4.5 | -16.8 | -0.812
Cc1nc(SCc2ccc(Br)cc2)[nH]c(=O)c1C | -9.6 | 0.5 | -9.3 | 18.0 | 16.3 | 47.1 | 8.1 | 9.9 | -0.887
CCOC(=O)Cc1nnc(NC(=O)COc2ccc(OC)cc2)s1 | 0.0 | 1 | -1.0 | -1.0 | 9.8 | 0.1 | 12.2 | 0.5 | -1.79
COc1ccc(OC)c(C2C(C#N)=C(N)Oc3c2c(C)nn3-c2cccc(Cl)c2)c1 (centres undefined) | -7.1 | 0.2 | -2.1 | 3.9 | 2.5 | 82.6* | 1.7 | -0.3 | -0.733
O=C(c1ccccc1CCc1ccccc1)N1CCN(c2ccccn2)CC1 | -1.2 | 0.1 | -1.5 | -4.2 | 20.1 | 90.8* | 0.6 | 5.5 | -0.198
CC12CC(NC(=O)N1c1cccc(C(=O)N3CCN(c4ccccc4F)CC3)c1)c1ccccc1O2 (centres undefined) | -0.8 | 0.6 | 1.2 | -2.1 | 1.9 | 43.9 | 0.8 | 1.5 | 0.498
COc1cc(C2c3c(oc4ccccc4c3=O)C(=O)N2Cc2ccco2)ccc1O (centres undefined) | -2.4 | 0.6 | -6.2 | -17.8 | 6.9 | 36.7 | -2.5 | 10.1 | 0.0467
CCCCN(Cc1ccccc1)C(=O)C1CCCN(S(=O)(=O)c2cnc[nH]2)C1 (centres undefined) | -3.5 | 0.4 | · | 22.5 | 1.6 | 62.9* | 0.3 | · | -0.0821
CN=C1c2cc3c(Br)c(OC)ccc3n2CCN1C | 0.3 | 1 | -2.5 | -3.6 | -5.9 | 3.7 | 1.4 | 4.0 | 0.938
CC(C)c1ccc(/C=C/C(=O)n2nnc3ccccc32)cc1 | -0.6 | 1.2 | -10.2 | -17.9 | 10.1 | -21.7 | 11.8 | 12.4 | ·
O=S(=O)(O/N=C1\CCCc2ccccc21)c1ccc(Cl)cc1 | -3.1 | 0.8 | 7.1 | -6.2 | -0.8 | 19.3 | 23.0 | -6.9 | -0.146
COc1ccc(Nc2nc(N)nc(CSc3nccc(C)n3)n2)cc1 | 0.8 | 0.9 | 5.4 | -4.2 | 5.9 | 6.9 | -2.8 | -7.2 | ·
CCOc1cc(C2C(C(=O)c3ccc(C)o3)=C(O)C(=O)N2CCc2ccccc2)ccc1O (centres undefined) | -9.3 | 0.8 | 0.3 | -8.2 | 4.3 | 23.7 | -7.1 | -0.2 | -4.62*
O=C(CSc1nnc(CCc2nc3ccccc3[nH]2)n1-c1ccccc1)NCc1ccco1 | -1.2 | 0.7 | -21.2 | -12.4 | 1.0 | 30.7 | -1.9 | 21.4 | -0.0774
CCOC(=O)c1cccc(N2C(N)=NC(N)=NC2(C)C)c1 | -7.8 | 1 | · | -8.9 | 9.9 | -4.4 | 2.0 | · | -0.672
Cc1ccc(OS(=O)Nc2cccc3nccnc23)cc1 (centres undefined) | -2.6 | 0.6 | 1.9 | 8.9 | -0.1 | 38.8 | 1.1 | -1.4 | -0.0502
O=C(Nc1ccccc1N1CCCC1)c1ccco1 | -4.5 | 0.9 | -13.0 | -22.1 | 18.6 | 6.0 | 10.7 | 11.6 | -1.61
CCN(CC)CCNC(=O)c1cn(C)c2ccc(S(=O)(=O)N(C)C3CCCCC3)cc2c1=O | -1.3 | 1 | · | 23.9 | 17.5 | -2.2 | 6.4 | · | -0.249
COc1ccc(N2CCN(C(=O)c3ccc(CS(=O)(=O)c4ccc(OC)cc4)o3)CC2)cc1 | -2.2 | 0.6 | 3.5 | -5.9 | 3.9 | 42.5 | -0.2 | -1.3 | 0.899
CCC(OC(=O)c1cccs1)C(=O)NCc1ccco1 (centres undefined) | -7.3 | 0.2 | -9.3 | -7.0 | 14.8 | 83.3* | -8.0 | 8.3 | -0.197
Cc1c(/C(Cc2ccccc2)=N/O)c2ccccc2n1C | -3.3 | · | -1.8 | 3.3 | · | · | · | 5.8 | 0.145
Cc1ccc(N/C=C(/C#N)c2ccsc2)cc1 | -0.3 | 0.4 | -9.5 | -22.4 | 25.1 | 64.5* | -9.3 | 10.5 | 0.165
CCOC(=O)c1ccccc1NC1c2ccccc2C(=O)N1C1CCN(C(=O)OCC)CC1 (centres undefined) | -5.7 | 0.8 | -3.9 | 16.3 | 27.3 | 21.6 | 4.0 | 3.9 | 0.628
O=C(CN1CCOCC1)NC1CC2CCC1C2 (centres undefined) | -4.8 | 1.1 | 5.7 | 5.0 | -8.9 | -6.2 | -0.8 | -2.0 | -0.462
COc1ccc(OC)c(C2SCCN2S(=O)(=O)c2cccc(C(F)(F)F)c2)c1 (centres undefined) | -4.7 | 0.1 | 6.7 | -4.8 | 15.9 | 90.7* | -2.2 | -7.0 | -1.47
Cc1cccc(OCCSc2nnc(-c3ccoc3C)n2C)c1 | -2.8 | 0 | -3.9 | -2.9 | 26.7 | 97.6* | -5.3 | 3.3 | 0.0887
COc1ccc(C(=O)Nc2ccc(NC(=O)c3ccco3)c(Cl)c2)cc1OC | 2.7 | 0.9 | -6.7 | -13.2 | -6.1 | 14.1 | -3.4 | 6.4 | -1
Cc1nnc(SCCn2c(N3CC(C)CC(C)C3)nc3c2c(=O)[nH]c(=O)n3C)s1 (centres undefined) | -3.4 | 0.6 | 10.5 | -110.3 | 1.0 | 41.4 | -4.8 | -10.2 | 0.626
Fc1ccc(-c2nnc(-n3nnc4ccccc43)c3ccccc23)cc1 | -3.4 | · | 1.9 | 17.2 | · | · | · | -5.2 | -0.94
Cc1cc(Cl)ccc1Oc1ncc(-c2ccc(Cl)cc2)cn1 | -5.1 | 0.8 | 5.8 | 4.6 | 14.8 | 23.6 | -11.9 | -0.1 | -0.206
COc1ccc(CCN(C(=O)C(F)(F)F)C(C(=O)NC2CCCCC2)c2ccc(C)s2)cc1 (centres undefined) | -5.1 | 0.9 | -5.0 | 15.1 | 3.5 | 7.6 | 9.2 | 6.8 | -1.47
CC(NCC1(N2CCOCC2)CCCCC1)C(=O)N1CCc2ccccc21 (centres undefined) | -12.2 | 0.9 | -2.2 | 2.2 | 4.1 | 11.2 | 9.3 | 2.6 | -0.783
CC1(C)C(c2cccs2)=NC(c2ccccc2)N1O (centres undefined) | -4.7 | 0.6 | -13.9 | 16.8 | 24.4 | 42.1 | 9.0 | 13.0 | 0.902
Cc1cc(OCC(=O)Nn2cnnc2)c(C)cc1Br | -4.2 | 0 | -3.5 | 15.9 | 6.1 | 98.7* | 3.1 | 0.9 | 0.501
CCC(=O)Nc1ccc(NC(=O)CSc2nnc(C(C)C)n2C)cc1 | -6.0 | 0.9 | 4.5 | 4.3 | 1.3 | 8.3 | 0.2 | -6.7 | 0.417
O=C(CCc1ccccc1)NC(=S)Nc1cc(C(F)(F)F)ccc1N1CCOCC1 | -4.8 | 0.1 | -9.2 | -12.8 | 19.1 | 88.2* | -1.8 | 13.8 | -0.0116
Cc1cccc(N2CCN(C(=O)CCn3c(=O)[nH]c4ccccc4c3=O)CC2)c1C | -5.1 | 0.9 | 8.6 | 14.4 | 5.5 | 11.4 | -3.6 | -7.5 | 0.0124
Cc1ccc(C2C3CSCC=C3C(C#N)=C(N)C2(C#N)C#N)cc1 (centres undefined) | · | 0.7 | · | · | 26.9 | 29.3 | 10.9 | · | 1.53
Cc1ccc(NC(=O)C2CCCN2C(=O)Oc2ccccc2)cc1 (centres undefined) | -0.2 | 0.9 | -21.8 | 1.6 | 9.9 | 8.0 | 2.6 | 18.9 | -0.0214
Cc1noc(C)c1COC(=O)C1CC(O)CN1S(=O)(=O)c1ccc(Cl)cc1 (centres undefined) | -0.6 | 0.3 | -11.5 | 9.2 | 12.2 | 71.2* | 3.4 | 9.1 | -0.063
O=S(c1ccsc1)c1ccsc1 | -1.4 | 1 | -11.7 | 2.4 | -5.2 | -4.6 | -5.0 | 10.6 | -0.0989
